# MazF activator – MazEF (E. coli) toxin RNase activation; activation, % at 20 µM; P0AE70; 0.32% of 350,000 active; AID 504720; FAM/BHQ RNA-DNA oligo cleavage fluorescence, 5 h; in the data active = activation above about 50%
# Target sequence (P0AE70 whole entry, looked up): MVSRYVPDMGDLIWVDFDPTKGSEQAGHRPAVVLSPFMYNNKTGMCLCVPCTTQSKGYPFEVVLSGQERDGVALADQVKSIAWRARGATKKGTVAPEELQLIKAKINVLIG
# BH1578 lux ind – induces V. cholerae light production without autoinducers | V. cholerae BH1578 lux reporter, luminescence, 6 h | AID 588436 | 0.16% of 350,000 active | activation, % at 18.7 µM; in the data active = activation mostly above about 9.7%, no sharp cut-off; also: not every result past the cut was called active; inactives centre near 0; reference of the scale not given here
# Rv3671c protease – Rv3671c (M. tuberculosis) protease inhibition. P9WHR9. inhibition, % at 5.96 µM. 0.048% of 320,000 active. AID 2606; in the data active = inhibition above about 38%;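 also: extracellular domain of Rv3671c used as enzyme; 0% = enzyme with DMSO and 100% = no enzyme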
# Target sequence (P9WHR9 whole entry, looked up, the tested form may be a part): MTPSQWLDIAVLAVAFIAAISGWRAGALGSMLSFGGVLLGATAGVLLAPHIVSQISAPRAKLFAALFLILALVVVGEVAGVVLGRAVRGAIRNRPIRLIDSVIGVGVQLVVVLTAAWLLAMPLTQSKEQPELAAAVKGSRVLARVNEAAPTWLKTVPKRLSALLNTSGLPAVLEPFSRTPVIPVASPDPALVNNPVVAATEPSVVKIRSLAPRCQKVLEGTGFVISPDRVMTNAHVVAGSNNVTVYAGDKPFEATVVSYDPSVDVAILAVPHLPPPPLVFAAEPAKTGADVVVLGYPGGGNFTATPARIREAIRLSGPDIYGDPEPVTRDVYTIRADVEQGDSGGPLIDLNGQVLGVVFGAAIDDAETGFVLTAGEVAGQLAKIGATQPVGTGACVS
# VHR inh abs – inhibitors of human VHR1 phosphatase (DUSP3) | inhibition, % at 13.3 µM | recombinant VHR phosphatase, pNPP absorbance | 0.52% of 290,000 active | P51452; in the data active = inhibition above about 50%; also: some compounds called inactive have numbers as strong as hits
# Target sequence (P51452 whole entry, looked up): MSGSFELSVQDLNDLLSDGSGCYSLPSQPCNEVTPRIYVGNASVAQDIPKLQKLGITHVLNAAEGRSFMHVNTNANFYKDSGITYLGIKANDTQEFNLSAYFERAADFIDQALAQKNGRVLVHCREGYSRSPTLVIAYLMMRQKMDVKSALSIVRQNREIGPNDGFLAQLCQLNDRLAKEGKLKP
# PfHsp40 rescue – restores yeast growth despite PfHsp40 toxicity. S. cerevisiae expressing PfHsp40, growth rescue, ATP luminescence. growth rescue, % at 12.5 µM. 0.68% of 340,000 active; in the data active = growth rescue above about 28%, passing the limit was not always enough;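 also: yeast W303a lacking pdr1 and pdr3 grown in galactose medium; growth measured after three days at 30 °C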
# SARS 3CLpro inh – SARS-CoV 3CLpro protease inhibition. recombinant SARS-CoV 3CLpro, quenched FRET peptide cleavage. inhibition, % at 6 µM. 0.14% of 290,000 active. AID 1706; in the data active = inhibition above about 12%
# PriA SSB inh – inhibitors of Klebsiella pneumoniae PriA binding to SSB C-terminal tail. 0.6% of 430,000 active. AlphaScreen SSBct-PriA binding, biotinylated peptide. inhibition, % at 33 µM; in the data active = inhibition mostly above about 37%, no sharp cut-off; inactive = mostly below about 20%;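 also: plate controls were negative control peptide for no effect and reference peptide for full effect; strong numbers were not always called active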
# Anthrax LF prot – anthrax lethal factor protease inhibition; AID 588501; 0.12% of 360,000 active; P15917; inhibition, % at 10 µM; multiplex microsphere protease cleavage assay, LF; in the data active = inhibition above about 30%; also: plate controls were buffer without enzyme for full effect and enzyme alone for no effect
# TcdB GH inh – TcdB glycohydrolase inhibition | 0.24% of 350,000 active | P18177 | inhibition, % at 9.99 µM | TcdB glycohydrolase enzymatic assay, plate reader | AID 652162; in the data active = inhibition above about 10%
# Y pestis TopoI – Y. pestis Topo-I inhibition via cleavage products; 0.064% of 360,000 active; activity, % at 10 µM; Y. pestis Topo-I cleavage product accumulation, plate reader; in the data active = activity above about 50%, passing the limit was not always enough; also: inactives centre near 2
# Numbers without * were called inactive; i = inactive; . = not tested or not shown; & = joins results of further samples.
# Under each structure – Y pestis TopoI	MazF activator	BH1578 lux ind	Anthrax LF prot	PriA SSB inh	VHR inh abs	SARS 3CLpro inh	PfHsp40 rescue	Rv3671c protease	TcdB GH inh
- CCCCn1c(SCC(=O)NC(=O)NCc2ccco2)nc2cc(S(N)(=O)=O)ccc21
 : 10	2	i	-5	4	19	0	0.5	-11	.
- COc1ccc(CNC(=O)C(C)N2C(=O)NC3(CCCCCCC3)C2=O)cc1 (stereo not drawn)
 : -8	2	i	-3	-10	.	.	-0.3	.	1.7
- COc1ccc(C(O)c2ncc(-c3ccccc3Cl)[nH]2)cc1 (stereo not drawn)
 : -5	.	0.3	-4	.	.	.	.	.	1.1
- CC1(C)Cc2cccc(OCC(=O)Nc3cccnc3Cl)c2O1
 : 5	-7	i	-1	-22	22	-1	0.6	-4	.
- Cc1ccc(S(=O)(=O)N2CCC(C(=O)Nc3ccc(S(=O)(=O)N4CCOCC4)cc3)CC2)cc1
 : 8	2	i	-1	7	.	.	0.8	.	0.5
- CSc1ncccc1C(=O)OCC(=O)c1[nH]c(C)c(C(C)=O)c1C
 : 13	0	-1.6	3	-4	.	.	-0.9	4	-0.4
- Cn1c(=O)n(-c2cccc(Cl)c2)c(=O)c2c3c(sc21)COC(C)(C)C3
 : 10	4	i	-1	-3	34	2	-0.3	-2	.
- COc1ccc(OC)c(S(=O)(=O)N2CCC(C(=O)NCc3ccc4c(c3)OCO4)CC2)c1
 : 17	0	-0.1	4	10	6	2	0.7	2	-0.1
- CC(C)=CCN1CCN(Cc2cccc3nonc23)CC1CCO (stereo not drawn)
 : 3	-4	0.2	-9	1	31	4	-2.0	-8	-1.6
- O=C(CNS(=O)(=O)c1ccccc1)Nc1ccc(C(F)(F)F)cc1
 : 3	-4	3.3	-3	-1	6	0	-0.6	-5	.
- O=C(COC(=O)c1ccc(F)c(S(=O)(=O)N2CCOCC2)c1)c1ccccc1
 : -4	0	-2.6	-2	1	.	.	-1.3	5	-4.8
- COc1ccccc1Nc1nnc(SCC(=O)N2CCCC2=O)s1
 : -12	-2	-14	-9	-1	18	-1	6.5	-4	-0.1
- COC(=O)[C@@]12CCCCN1[C@H](c1ccc(-c3ccc4c(c3)OCO4)c(OC)c1)[C@@H]1C(=O)N(C)C(=O)[C@@H]12
 : 14	-2	i	-3	8	.	.	5.5	1	-0.2
- CCN(CC)S(=O)(=O)c1ccc(C(=O)OCCNC(=O)c2cccnc2)cc1
 : -10	3	0.8	4	-4	26	4	1.3	-11	.
- Cn1nc([N+](=O)[O-])nc1Oc1ccc2ccccc2c1
 : 11	8	i	2	-9	4	2	-0.5	-9	.
- COCCNC(=O)C(=O)c1c(-c2ccccc2)[nH]c2ccccc12
 : -1	8	-0.2	-1	-1	-1	0	-1.4	8	-0.3
- O=C(NCCc1ccccc1)c1nc2nc(-c3cccs3)cc(C(F)(F)F)n2n1
 : 6	4	-0.5	2	5	-22	-2	1.3	-9	.
- CC(C)(C)c1ccc(OCCC(=O)NCCc2ccc(S(N)(=O)=O)cc2)cc1
 : 12	2	3.4	1	-1	5	-2	-0.7	.	1.1
- CC(C)c1ccc(S(=O)(=O)c2ccc(NN)cc2)cc1
 : 5	4	0.1	-12	0	11	-3	5.5	.	-2.5
- O=C(NCC(c1ccc(F)cc1)N1CCOCC1)c1cccnc1Sc1ccc(Cl)cc1 (stereo not drawn)
 : -2	-3	0.7	-6	-5	.	.	.	-5	0.7
- Cc1ccn2c(=O)c(C(=O)NCCC3=CCCCC3)c(O)nc2c1
 : 2	4	i	-4	-3	43	0	0.6	0	0.3
- O=C(COC(=O)/C=C/c1ccc(Cl)cc1)NCCN1C(=O)CSC1=O
 : -12	-22	-0.3	6	-19	33	-2	0.4	5	5.4
- CCN(CC)C1=NC=CC(c2ccccc2)=CC1C (stereo not drawn)
 : -7	0	-0.3	1	-1	-11	-2	-0.5	-1	-0.7
- O=[N+]([O-])c1ccc(Cl)c(-c2ccc(/C=N/n3cnnc3)o2)c1
 : 0	8	-1.2	6	.	18	-2	-1.0	-3	1.1
- CC1CCCCC1N=CC1=C(O)CC(C)(C)CC1=O (stereo not drawn)
 : 2	-4	6.9	-9	-15	28	3	-0.3	11	.
- Clc1ccc2[nH]c3c(c2c1)CCNC3
 : 0	10	-1.0	1	22	4	2	1.6	1	1.7
- Cc1ccc(-n2nnnc2Sc2ccc(S(=O)(=O)NCCN(C)C)cc2[N+](=O)[O-])cc1
 : -13	7	i	2	-4	-4	-2	-1.1	0	1.9
- C#CCNC(=O)C1=C[C@H](c2ccccc2)C[C@H](OCCCCO)O1
 : 1	1	-10	2	-6	3	2	0.3	-7	-1.6
- CCOC(=O)c1c(C)cc2c(CO)n[nH]c(=O)c2c1C
 : 2	-2	i	5	.	.	.	.	.	1.4
- O=C(Nc1cccc(Br)c1)C1CCCC1
 : 5	-2	-0.5	-24	-16	.	.	.	1	2.5

# Ordered by molecular weight (lowest first): 3 of the compounds above.
# Under each structure – Y pestis TopoI	MazF activator	BH1578 lux ind	Anthrax LF prot	PriA SSB inh	VHR inh abs	SARS 3CLpro inh	PfHsp40 rescue	Rv3671c protease	TcdB GH inh
- COCCNC(=O)C(=O)c1c(-c2ccccc2)[nH]c2ccccc12
 : -1	8	-0.2	-1	-1	-1	0	-1.4	8	-0.3
- O=C(CNS(=O)(=O)c1ccccc1)Nc1ccc(C(F)(F)F)cc1
 : 3	-4	3.3	-3	-1	6	0	-0.6	-5	.
- CC(C)(C)c1ccc(OCCC(=O)NCCc2ccc(S(N)(=O)=O)cc2)cc1
 : 12	2	3.4	1	-1	5	-2	-0.7	.	1.1

# Other records.
# Under each structure – Y pestis TopoI	MazF activator	BH1578 lux ind	Anthrax LF prot	PriA SSB inh	VHR inh abs	SARS 3CLpro inh	PfHsp40 rescue	Rv3671c protease	TcdB GH inh
- CCC1CCCCN1CCCNC(=O)Cn1c(=O)c2cccn2c2cccnc21 (stereo not drawn)
 : -5	-28	-0.3	-5	9	-3	8	-0.4	5	-0.7
- COc1ccc(C(=O)OC2CC[C@@]3(C)C4CCC5[C@]6(O)CC(O)[C@@]7(O)C(CN8CC(C)CCC8[C@@]7(C)O)[C@]6(O)C[C@@]53O[C@]24O)cc1OC (stereo partly drawn)
 : 11	7	-0.5	5	-5	79	-4	0.6	-12	-0.4
- Cc1ccc(C(=O)CC(=O)c2cccc(F)c2)c(O)c1
 : 2	5	9.1	-2	8	26	-3	396*	4	.
- CCN(CC)C(=O)COc1cc(C)cc2oc(=O)c3c(c12)CCCC3
 : 5	-26	i	.	-12	1	-4	0.0	.	0.7
- COc1ccc(CNC(=O)N2CCN(c3cccc(C)c3C)CC2)cc1OC
 : 30	2	-0.5	-2	1	27	-2	2.6	-10	-0.3
- COc1ccc(CCC(=O)OCC(=O)NCc2ccc3c(c2)OCO3)cc1
 : 14	-1	i	-1	-4	.	.	0.0	-4	-0.3
- CC/C(=N\NC(=O)c1ccccc1O)c1c(O)n(C2CCCCC2)c(=O)[nH]c1=O
 : 4	2	-1.0	-1	.	-14	7	0.5	16	0.1
- Cc1nn(-c2ccccc2)c(C)c1NC(=O)COC(=O)c1ccccc1
 : 3	0	-0.6	-4	-1	.	.	-0.6	-6	0.4
- CC(Oc1ccc(F)cc1)C(=O)Nc1ccccc1C(=O)NC1CC1 (stereo not drawn)
 : -7	0	1.3	0	-3	.	.	0.0	-6	5.0
- O=C(NCc1cc(Cl)cc(Cl)c1)c1ccc2nc([C@@H]3O[C@H](CO)[C@@H](O)[C@H]3O)[nH]c2c1
 : 3	.	3.0	-5	.	.	.	.	.	-1.8
- CC(OC(=O)CN1C(=O)NC2(CCCC2)C1=O)C(=O)Nc1cccc(Cl)c1Cl (stereo not drawn)
 : 6	4	-5.6	0	-3	.	.	0.4	-9	0.3
- O=C(CNc1ccc2ccccc2c1)N/N=C/c1ccccn1
 : 13	7	i	0	i	24	2	.	8	0.1
- CN(C(=O)COC(=O)C1COc2ccccc2O1)c1c(N)n(Cc2ccccc2)c(=O)[nH]c1=O (stereo not drawn)
 : 5	9	i	-5	-13	.	.	-0.6	5	0.1
- COc1ccc(NC(=O)NC2(C(=O)N3CCCC(C)C3)CCCCC2)cc1 (stereo not drawn)
 : 5	3	-0.5	-2	-11	7	0	-1.3	5	0.3
- CCn1c(-c2ccc(OC)c(OC)c2)n[nH]c1=S
 : 3	-4	i	0	-4	-9	-2	-1.0	-6	.
- COC(=O)c1cc(=O)n(CCc2ccc(OC)cc2)c(=Nc2ccc(F)c(Cl)c2)s1
 : 4	-1	-1.0	-4	-8	-14	-8	-0.3	-33	0.9
- COCCn1c(-c2cccs2)csc1=Nc1cccnc1
 : 5	-5	-0.3	-3	0	18	3	-0.8	-1	1.1
- COc1ccccc1NC(=O)Nc1nn(C)c2cccc(OC)c12
 : -7	6	-1.6	.	-9	10	-1	0.6	3	1.6
- COCCOc1ccc(C(F)(F)F)cc1NC(=O)CN1C(=O)NC(C)(c2ccc3c(c2)OCO3)C1=O (stereo not drawn)
 : 0	-4	i	-4	-9	.	.	0.1	0	-4.8
- COc1ccc(OC)c2nc3c(C(=O)NCCN(C)C)cccc3nc12
 : -39	-2	-1.1	-6	18	.	.	0.0	.	1.9
- COc1ccc(NC(=O)COC(=O)C2CCN(S(=O)(=O)c3ccccc3)CC2)cc1Cl
 : -5	1	-1.1	-7	-5	.	.	-0.7	6	1.4
- O=C(COc1ccc(Cl)cc1Cl)N/N=C/C1CC=CCC1 (stereo not drawn)
 : 17	0	0.5	0	.	5	10	2.2	-2	0.5
- O=S(=O)(NCC1CCN(c2ccc(S(=O)(=O)N3CCOCC3)cc2)CC1)c1ccccc1
 : 22	-1	i	10	-1	2	1	-1.2	.	1.4
- NC(=O)c1cc(S(=O)(=O)N2CCCC2)ccc1OCCOc1ccccc1
 : 5	5	i	.	-11	.	.	0.1	-9	0.3
- CCCOc1ccc(C(=O)N2CC3(CC(c4cccc(NC(=O)[C@@H]5CCC(=O)N5)c4)=NO3)C[C@H]2C(=O)NC2(C(N)=O)CC2)cc1 (stereo partly drawn)
 : -4	12	i	-1	-3	10	-1	-0.2	5	0.1
- COc1cc2c(cc1OC)C(c1cc(OC)c(OC)c(OC)c1)NCC2 (stereo not drawn)
 : 4	8	-3.2&12	2	-5	-18	-6	-1.2&-0.2	-2	.
- Cc1cccnc1Nc1nc(-c2ccccc2)cs1
 : -14	2	i	7	-5	8	-2	0.7	6	-0.8
- CN(Cc1ccccc1)C(=O)c1ccccc1NC(=O)c1ccccc1
 : -8	-4	-0.4	0	-23	2	0	0.6	2	1.0
- Cc1ccccc1C(=O)NC1CCN(C(=O)NC2CCCCC2)CC1
 : 5	10	-0.1	-4	11	-8	6	-0.8	3	0.0
- CCC1(O)CC2CN(CCc3c([nH]c4ccccc34)C(C(=O)OC)(c3cc4c(cc3OC)N(C=O)C3C(O)(C(=O)OC)C(OC(C)=O)C5(CC)C=CCN6CCC43C65)C2)C1 (stereo not drawn)
 : 7	-16	i	-6	4	.	.	-1.6	.	-3.3
- CC(C)Oc1ccc(S(=O)(=O)N2CCOCC2)cc1NC(=O)C(C)Oc1ccc(F)cc1 (stereo not drawn)
 : 37	3	-4.0	-2	-1	.	.	1.7	-7	1.3
- O=C(CN(C(=O)CCC(=O)Nc1nccs1)c1ccc(F)c(Cl)c1)NCC1CCCO1 (stereo not drawn)
 : 5	5	-0.2	-1	-16	11	-2	-0.2	-10	4.0
- CSCCC(NC(=O)c1ccc(Cl)cc1)C(=O)O (stereo not drawn)
 : 9	5	i	2	-8	12	4	-0.3	-2	0.3
- Cc1cnc(C(=O)N2CCN(c3ccc(C(F)(F)F)cn3)CC2)cn1
 : -10	-5	-0.8	-9	-6	-1	0	0.2	-1	2.0
- Cc1c(NC(=O)c2c(NC(=O)CNC3CC3)sc3c2CCCC3)c(=O)n(-c2ccccc2)n1C
 : 13	-3	-0.2	-1	7	27	1	0.1	2	.
- Cc1ccc(-n2ncc3c(=O)[nH]c(SCC(=O)N4CCCCC4)nc32)cc1
 : 6	-2	-0.3	-4	0	16	-1	0.1	-3	-0.2
- O=C(COC(=O)c1ccccc1C(=O)c1ccccc1)Nc1ccc(SC(F)F)cc1
 : 30	1	i	0	1	6	3	94*	-49	.
- CCOCCn1c(CN2CCN(c3ccc(OC)cc3)CC2)nc2c1c(=O)n(C)c(=O)n2C
 : 7	5	i	4	-10	.	-1	-0.9	-4	.

# High-throughput results (PubChem)

# This is a subset, so the mix of outcomes need not match the whole.
